GLS inhibitor: inhibitors of human glutaminase (GLS); O94925; GLS enzymatic activity, qHTS titration; Potency, µM (doses to about 45.5 µM), without a hit: top-dose activity change, negative = inhibition, usual class: inhibitors; actives 0.21% (n = 410,000); further: potency means the concentration at half of the fitted maximal effect; on the % scale 0 is the no-effect control and ±100 the full control effect
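Human kidney-isoform GLS in 45 mM KH2PO4 pH 8.2, 0.02% Tween-20, with compound, started with 1mM L-Glutamine (added stock). Glutamate oxidase/HRP/Amplex red coupled fluorescence read at start and after 30 min at RT.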
BAZ2B block: blocks human BAZ2B. AlphaScreen BAZ2B-H3K14Ac peptide displacement. AID 504333. actives 4.4% (n = 360,000). Potency, µM (top dose mostly 114 µM), without a hit: at the top dose activity change, negative = inhibition, usual class: inhibitors. Q9UIF8; further: potency means the concentration at half of the fitted maximal effect; on the % scale 0 is the no-effect control and ±100 the full control effect; nearly all actives have a fitted effect of over 60% in size
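AlphaScreen displacement: compounds (up to 110uM) incubated 30 min at room temperature with a preformed 50 nM BAZ2B/50 nM biotinylated H3K14Ac peptide complex in PBS pH 7.4 with Tween-20. Donor and acceptor beads at 10 ug/mL final added, 20 min light-protected before reading.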
ERG Ets-DNA blk: inhibitors of human ERG Ets domain-DNA interaction | Potency, µM (doses to about 76.9 µM), without a hit: top-dose FP activity, negative = inhibition, hits mostly inhibitors | P11308 | fluorescence polarization, His-ERG Ets domain / labelled DNA | actives 0.028% (n = 370,000) | AID 624246; active means well fitted inhibition curve with a large enough effect in the polarisation, with a control signal flat; inconclusive means small, poorly fitted or top-dose-only effect, or effect the other way, or a change in a side signal; inactive means no such curve, though single readings can be large or run the other way; the % refers to the polarisation;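 further: polarization taken with two DNA probes labelled with fluorescein and Texas red; potency means the concentration at half of the fitted maximal effect; % of control where 0% means no effect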
Target sequence (P11308 whole entry, looked up, the tested form may be a part): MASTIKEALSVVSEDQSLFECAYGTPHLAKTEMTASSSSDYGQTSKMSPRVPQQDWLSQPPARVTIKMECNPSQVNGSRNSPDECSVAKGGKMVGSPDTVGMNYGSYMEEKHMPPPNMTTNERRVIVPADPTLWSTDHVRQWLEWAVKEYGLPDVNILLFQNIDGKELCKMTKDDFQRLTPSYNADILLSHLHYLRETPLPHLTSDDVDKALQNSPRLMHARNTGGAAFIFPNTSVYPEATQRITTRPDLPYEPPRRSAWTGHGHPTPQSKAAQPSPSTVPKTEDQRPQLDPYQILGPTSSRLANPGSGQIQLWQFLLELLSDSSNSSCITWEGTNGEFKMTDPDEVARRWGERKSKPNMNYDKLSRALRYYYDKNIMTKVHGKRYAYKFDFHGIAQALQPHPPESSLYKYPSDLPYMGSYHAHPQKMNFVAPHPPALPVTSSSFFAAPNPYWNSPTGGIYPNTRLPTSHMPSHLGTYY
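His-tagged ERG Ets domain (1 uM in the protein solution; 300mM KCl, 50mM Tris-HCl, 1mM EDTA, 1mM DTT, pH 7.5) received compound, then a probe mix of 5 nM fluorescein-DNA and 100nM Texas-615-DNA. Fluorescence polarization was read for both dyes.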
JMJD2A Tudor inh: blocks the human JMJD2A Tudor domain; AID 504339; O75164; AlphaScreen JMJD2A-Tudor / H3K4me3 peptide binding; actives 4.4% (n = 390,000); Potency, µM (doses to about 114 µM), for the others: at the top dose activity change, negative = inhibition, actives largely listed as inhibitors; further: potency means the concentration at half of the fitted maximal effect; on the % scale 0 is the no-effect control and ±100 the full control effect; nearly all actives have a fitted effect of over 50% in size
PI4K2A inh: blocks human PI4K2A kinase activity. actives 0.13% (n = 420,000). purified PI4K2A, ADP-Glo luminescence, 1 h; stronger effect = lower value. activity change, negative = inhibition, % at 76.9 µM. Q9BTU6; in the data active means activity change below about -50%; inconclusive means mostly about -30% to -49%;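 further: -100% = wells without enzyme as full effect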
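Compounds are screened against recombinant PI4K2A using PI as substrate and ATP, the latter dispensed at 300 microM. Reactions run one hour at ambient temperature before ADP-Glo detection; full inhibition defined by wells lacking enzyme.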
HP1b chromo inh: inhibitors of HP1-beta chromodomain binding to methylated histone tails. Potency, µM (top dose mostly 114 µM), for the others: at the top dose activity change, negative = inhibition, actives largely listed as inhibitors. P83916. actives 0.56% (n = 390,000). AID 540317. AlphaScreen HP1-beta / biotin-H3K9me3 peptide binding; further: potency means the concentration at half of the fitted maximal effect; nearly all actives have a fitted effect of over 70% in size; inactives centre near 23
Target sequence (P83916 whole entry, looked up): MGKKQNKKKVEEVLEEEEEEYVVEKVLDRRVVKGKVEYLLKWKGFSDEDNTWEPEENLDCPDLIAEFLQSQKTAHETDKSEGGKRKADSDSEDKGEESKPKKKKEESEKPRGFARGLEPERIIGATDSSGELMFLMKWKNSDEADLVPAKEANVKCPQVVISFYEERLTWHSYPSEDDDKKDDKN
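HP1-beta protein (50 nM final) preincubated 30 min at room temperature with biotinylated H3(1-18)K9me3 peptide (50 nM) in PBS pH 7.4, 0.01% Tween-20, then compound added for 30 min. AlphaScreen streptavidin donor/nickel chelate acceptor beads (10 ug/mL final), 30 min dark, luminescence read.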
Tb PGK inh: blocks T. brucei phosphoglycerate kinase. PGK/GAPDH coupled, Kinase-Glo luminescence, 60 min. Potency, µM (top dose mostly 57.5 µM), inactives show top-dose activity change, negative = inhibition, hits mostly inhibitors. AID 602233. actives 0.043% (n = 380,000); further: potency means the concentration at half of the fitted maximal effect; on the % scale 0 is the no-effect control and ±100 the full control effect; nearly all actives have a fitted effect of over 60% in size
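Luminescent ATP detection (Kinase-Glo Plus) follows a 60-minute room-temperature incubation, with wells lacking PGK as controls. Buffer: 100 mM TEA (pH 7.6), 5 mM MgCl2, 0.01% Tween-20. Coupling enzyme GAPDH (100 nM final) supplies unstable 1,3-BPG in-well.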
Pin1 inh: blocks the human prolyl isomerase Pin1. Q13526. Potency, µM (doses to about 115 µM), without a hit: top-dose activity, negative = inhibition, most hits filed as inhibitors. actives 0.009% (n = 390,000). Pin1 FP peptide displacement, HiFluor488, 10 min; active means well fitted inhibition curve with a large enough effect in the polarisation, with a control signal flat, not every such curve was filed as active; inconclusive means small, poorly fitted or top-dose-only effect, or effect the other way, or a change in a side signal; inactive means no such curve, though single readings can be large or run the other way; the % refers to the polarisation; further: potency means the concentration at half of the fitted maximal effect; on the % scale 0 is the no-effect control and ±100 the full control effect
G9a inh: G9a (human) methyltransferase inhibition. Q96KQ7. G9a H3K9 monomethylation, AlphaScreen, 2 h. Potency, µM (series often up to 102 µM), for inactives: top-dose activity, negative = inhibition, most hits filed as inhibitors. actives 8.8% (n = 350,000). AID 504332; further: potency means the concentration at half of the fitted maximal effect; on the % scale 0 is the no-effect control and ±100 the full control effect; nearly all actives have a fitted effect of over 75% in size
Target sequence (Q96KQ7 913-1193 limits assumed): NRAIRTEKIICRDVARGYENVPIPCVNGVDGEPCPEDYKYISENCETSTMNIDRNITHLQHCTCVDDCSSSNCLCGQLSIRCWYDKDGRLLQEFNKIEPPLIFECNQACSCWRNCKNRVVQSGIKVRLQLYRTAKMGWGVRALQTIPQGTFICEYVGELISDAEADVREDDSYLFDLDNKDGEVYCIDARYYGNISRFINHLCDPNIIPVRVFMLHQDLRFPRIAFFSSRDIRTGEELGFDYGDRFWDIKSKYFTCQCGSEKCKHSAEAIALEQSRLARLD
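Using a bead-based AlphaScreen, monomethylated H3K9 product from 2 h room-temperature reactions (G9a 20 nM, peptide 500 nM, SAM 20 uM) was detected with 0.5 ug/mL rabbit anti-H3K9me1 antibody.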
An asterisk follows results filed as active; & = joins results of further samples; [ ] = dose if it differs, or a comment. Unless noted, the call rests on the fitted dose curve; in most records, active means well fitted curve in the direction sought with a large enough effect; inconclusive means small, poorly fitted or top-dose-only effect, or another doubt; inactive means no such curve, though single readings can be large; an effect the other way counts as inactive or inconclusive. Rows were taken by chance; 11% or so of the library scored in one or more.

Screening CC1CCN(S(=O)(=O)c2cccc(C(=O)NC3CCS(=O)(=O)C3)c2)CC1 (stereo unspecified) returned GLS inhibitor -12%&-8%, BAZ2B block -1%, ERG Ets-DNA blk -1%, JMJD2A Tudor inh -10%, PI4K2A inh 1&0, HP1b chromo inh 11%[57 µM], Tb PGK inh -1%, Pin1 inh 4% and G9a inh 8%[59 µM].
O=C(NNS(=O)(=O)c1ccccc1[N+](=O)[O-])c1ccncc1 was read as GLS inhibitor 7%, BAZ2B block 10%, JMJD2A Tudor inh -3%, PI4K2A inh 2, HP1b chromo inh 13%, Tb PGK inh -3%, Pin1 inh -12% and G9a inh -7%[59 µM].
`COc1ccc(C(=O)c2c(N)c(-c3nc(-c4ccc5c(c4)OCO5)cs3)c3ccccn23)cc1` gave GLS inhibitor -1%, BAZ2B block -2%, ERG Ets-DNA blk 8%, JMJD2A Tudor inh -7%, PI4K2A inh -7, HP1b chromo inh 75%[activator], Pin1 inh 4% and G9a inh 26%[59 µM].
`CN(C)c1cccc(N(C)C)c1CNC(=O)NC(=O)c1c(F)cccc1F` gave GLS inhibitor 60%[activator], BAZ2B block inconclusive, ERG Ets-DNA blk -2%, JMJD2A Tudor inh -36%, PI4K2A inh -4, HP1b chromo inh 23%, Tb PGK inh -1%, Pin1 inh -2% and G9a inh 10%[12.7 µM].
`O=c1c2ccc(Cl)cc2[nH]c(=S)n1CCC1=CCCCC1` gave GLS inhibitor 0%, BAZ2B block -5%, ERG Ets-DNA blk -3%, JMJD2A Tudor inh 7%, PI4K2A inh 3, HP1b chromo inh 45%[activator], Tb PGK inh inactive, Pin1 inh -4% and G9a inh -4%.
`Cc1nnc(SCC(=O)NC2CCCCC2)n1N` gave GLS inhibitor 20%, ERG Ets-DNA blk -7%, JMJD2A Tudor inh -11%, PI4K2A inh 1, HP1b chromo inh 19%, Tb PGK inh 10% and Pin1 inh -2%.
For Cc1ccc(Nc2cc(C)c3ccc(O)cc3n2)cc1C the results were GLS inhibitor 8%, BAZ2B block -29%, ERG Ets-DNA blk 1%, JMJD2A Tudor inh -22%, PI4K2A inh -3, HP1b chromo inh 25%, Tb PGK inh -1%, Pin1 inh 2% and G9a inh -28%.
`O=C(COC(=O)c1ccco1)c1ccc(S(=O)(=O)N2CCCCC2)cc1` gave GLS inhibitor 0%, BAZ2B block -18%, ERG Ets-DNA blk 17%, JMJD2A Tudor inh -19%, PI4K2A inh 1, HP1b chromo inh 22%, Tb PGK inh -6%, Pin1 inh 4% and G9a inh 16%.
NC(=O)c1ncn([C@@H]2O[C@H](CNCc3cnc(N4CCOCC4)s3)[C@@H](O)[C@H]2O)n1 was read as GLS inhibitor 1%, ERG Ets-DNA blk 5%, JMJD2A Tudor inh -16%, PI4K2A inh 1, HP1b chromo inh 18%, Tb PGK inh 0% and Pin1 inh 2%.
For COc1cccc(OC(=O)c2ccccc2)c1OC(=O)c1ccccc1 the results were GLS inhibitor 2%, ERG Ets-DNA blk 0%, JMJD2A Tudor inh -28%, PI4K2A inh -1, HP1b chromo inh -15%, Tb PGK inh inactive and Pin1 inh 2%.
Screening CNC(=O)CSc1nnc(COc2ccc([N+](=O)[O-])cc2)n1C returned GLS inhibitor -8%, BAZ2B block 56µM*, ERG Ets-DNA blk -1%, JMJD2A Tudor inh -6%, PI4K2A inh 3, HP1b chromo inh 60%[activator], Tb PGK inh inactive, Pin1 inh -14% and G9a inh 19%[59 µM].
For CCOc1ncccc1C(=O)N(CC)CC(=O)NCc1ccc(F)cc1 the results were GLS inhibitor 5%, BAZ2B block -21%, ERG Ets-DNA blk 16%, JMJD2A Tudor inh -16%, PI4K2A inh 4, HP1b chromo inh 3%, Tb PGK inh -1%, Pin1 inh -3% and G9a inh -25%.
Screening CC(=O)OCC1OC(n2cc(F)c(=O)[nH]c2=O)C(OC(C)=O)C1OC(C)=O (stereo unspecified) returned GLS inhibitor 0%, ERG Ets-DNA blk -10%, JMJD2A Tudor inh -16%, PI4K2A inh 3, HP1b chromo inh 22%, Tb PGK inh inconclusive and Pin1 inh -2%.
For CC(C)(C)OC(=O)N1CCN(CCNC(=O)c2ccccc2)CC1 the results were GLS inhibitor -3%, BAZ2B block -11%, ERG Ets-DNA blk -3%, JMJD2A Tudor inh 5%, PI4K2A inh 1, HP1b chromo inh 60%[activator], Tb PGK inh inactive, Pin1 inh 2% and G9a inh -37%.
For O=C(COC(=O)C12CC3CC(CC(C3)C1)C2)Nc1ccccc1F the results were GLS inhibitor 2%, BAZ2B block 11%, ERG Ets-DNA blk -1%, JMJD2A Tudor inh 23%, PI4K2A inh 0, HP1b chromo inh 90%[activator], Tb PGK inh -8%, Pin1 inh 4% and G9a inh 5%.
`CC(C)(C)OC(=O)C[C@H]1C/C=C\C[C@@H](CC(=O)NCCO)C(=O)N[C@H](C(C)(C)C)COC1=O` gave GLS inhibitor 0%, ERG Ets-DNA blk -4%, JMJD2A Tudor inh 5%, PI4K2A inh 2, HP1b chromo inh 37%, Tb PGK inh -14% and Pin1 inh 3%.
O=C(NCCn1cc(SCc2ccccc2Cl)c2ccccc21)c1cccs1 was read as GLS inhibitor 6%, BAZ2B block -19%, ERG Ets-DNA blk 2%, JMJD2A Tudor inh -15%, PI4K2A inh -5, HP1b chromo inh 25%, Tb PGK inh -8%, Pin1 inh -1% and G9a inh 12%[59 µM].
For O=C(Nc1cccc(-c2nc3ccccc3[nH]2)c1)c1ccc(C(=O)Nc2cccc(-c3nc4ccccc4[nH]3)c2)cc1 the results were GLS inhibitor -1%, BAZ2B block -10%, ERG Ets-DNA blk 20%, JMJD2A Tudor inh -15%, PI4K2A inh -5, HP1b chromo inh 19%, Tb PGK inh 0%, Pin1 inh 53%[activator] and G9a inh inconclusive.
`Clc1ccc(-c2ccc(C=Nc3ccc(N4CCOCC4)cc3)o2)cc1` gave GLS inhibitor 16%, BAZ2B block -29%, ERG Ets-DNA blk -17%, JMJD2A Tudor inh -18%, PI4K2A inh 3, HP1b chromo inh 12%, Tb PGK inh -8%, Pin1 inh 2% and G9a inh -48%[59 µM].
For COc1ccc(CNCc2ccc3ccccc3c2)c(OC)c1 the results were GLS inhibitor 1%, BAZ2B block inconclusive, ERG Ets-DNA blk 3%, JMJD2A Tudor inh 35µM*, PI4K2A inh 3, HP1b chromo inh inconclusive, Tb PGK inh 4%, Pin1 inh 5% and G9a inh 11µM*.
For O=C(N/N=C/c1cccc(NC(=O)c2ccc(Cl)cc2)c1)c1ccc(O)cc1 the results were GLS inhibitor -10%, BAZ2B block -3%, ERG Ets-DNA blk 13%, JMJD2A Tudor inh -20%, PI4K2A inh 10, HP1b chromo inh 32%, Tb PGK inh -2%, Pin1 inh inconclusive and G9a inh 31%[59 µM].
Screening CCOc1ncccc1C(=O)Nc1ccccc1F returned GLS inhibitor -11%, BAZ2B block 30%, ERG Ets-DNA blk 4%, JMJD2A Tudor inh 31%, PI4K2A inh 0, HP1b chromo inh 22%, Tb PGK inh -7%, Pin1 inh 1% and G9a inh 84%[activator].
`COc1ccc(NC(=O)C(=O)NCCc2csc(-c3ccc(Cl)cc3)n2)cc1` gave GLS inhibitor -12%, BAZ2B block 5%, ERG Ets-DNA blk 2%, JMJD2A Tudor inh -11%, PI4K2A inh -5, HP1b chromo inh 11%, Tb PGK inh 8%, Pin1 inh 3% and G9a inh 7%[59 µM].
Fc1ccc(COc2ccccc2-c2ccnc3ncnn23)cc1 was read as GLS inhibitor -6%, BAZ2B block -19%, ERG Ets-DNA blk -5%, JMJD2A Tudor inh 8%, PI4K2A inh -15, HP1b chromo inh 39%, Tb PGK inh -8%, Pin1 inh 0% and G9a inh 2%.
O=C(NC1CCCCC1)c1ccc(NS(=O)(=O)c2cccc3cccnc23)cc1 was read as GLS inhibitor -7%, BAZ2B block -36%, ERG Ets-DNA blk 7%, JMJD2A Tudor inh -15%, PI4K2A inh 2, HP1b chromo inh 62%[activator], Tb PGK inh -7%, Pin1 inh 19% and G9a inh -2%.
For O=C1NC(c2cccc(Cl)c2)Oc2ccccc21 (stereo unspecified) the results were GLS inhibitor 4%, BAZ2B block -7%, ERG Ets-DNA blk 10%, JMJD2A Tudor inh -6%, PI4K2A inh 2, HP1b chromo inh 21%, Tb PGK inh 3%, Pin1 inh 1% and G9a inh 10%[0.501 µM].

Some of these compounds in order of number of heavy atoms, low to high.
For O=C1NC(c2cccc(Cl)c2)Oc2ccccc21 (stereo unspecified) the results were GLS inhibitor 4%, BAZ2B block -7%, ERG Ets-DNA blk 10%, JMJD2A Tudor inh -6%, PI4K2A inh 2, HP1b chromo inh 21%, Tb PGK inh 3%, Pin1 inh 1% and G9a inh 10%[0.501 µM].
`Clc1ccc(-c2ccc(C=Nc3ccc(N4CCOCC4)cc3)o2)cc1` gave GLS inhibitor 16%, BAZ2B block -29%, ERG Ets-DNA blk -17%, JMJD2A Tudor inh -18%, PI4K2A inh 3, HP1b chromo inh 12%, Tb PGK inh -8%, Pin1 inh 2% and G9a inh -48%[59 µM].
Screening CC(=O)OCC1OC(n2cc(F)c(=O)[nH]c2=O)C(OC(C)=O)C1OC(C)=O (stereo unspecified) returned GLS inhibitor 0%, ERG Ets-DNA blk -10%, JMJD2A Tudor inh -16%, PI4K2A inh 3, HP1b chromo inh 22%, Tb PGK inh inconclusive and Pin1 inh -2%.
